Wnt bcat act – Wnt/beta-catenin pathway activators, primary screen, cell-based, plate reader, single point; Wnt/beta-catenin reporter cell assay, activator; activation, % at 9.35 µM; 300,000 compounds, 1.2% hits; AID 743398, 2014; in the data active means activation above about 30%, passing the limit was not always enough;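 further: 0% = neutral control wells and 100% = positive control wells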
* marks the source's active call; other numbers are inactive results. The list is partial. The share of hits here may be higher or lower than overall.

item	structure	Wnt bcat act
1	CCOC(=O)[C@]12CCCC=C1N(CCc1ccc(OC)c(OC)c1)C(=O)[C@H](CC(=O)N1CCCCC1)C2	-1
2	COc1ccc(C(=O)CC(C(=O)O)c2ccc3c(c2)OCO3)cc1OC (centres undefined)	-2
3	O=C(COC(=O)/C=C/c1ccc(F)cc1)NC(=O)NCc1ccccc1	-3
4	C=CCN1C(=O)C(=Cc2ccc3c(c2)CCC3)SC1=S	21
5	CCN(CC)CCSC(=O)C(c1ccccc1)c1ccccc1	0
6	COc1ccc(C(C)(O)c2nc(-c3cccc(F)c3)cs2)cc1 (centres undefined)	-4
7	O=C(NCc1ccc(F)cc1)c1cc(C2CCCN(C(=O)c3ccc4c(c3)CCO4)C2)on1 (centres undefined)	-2
8	S=c1[nH]nc(-c2cccs2)n1C1CCCCC1	1
9	CC(=O)Nc1ccc(SCC(=O)NC(=O)c2ccc(Cl)cc2)cc1	0
10	Cc1cccc(NC(=O)c2cnc3sccn3c2=O)c1C	1
11	CSc1ncnc2c1ncn2CCCNCCc1ccccn1	-2
12	Cc1ccc(SCc2c(C(=O)N/N=C/c3ccco3)nnn2-c2nonc2N)cc1	0
13	COc1ccccc1CC1(C)C(=O)Nc2c(Cl)cccc21 (centres undefined)	-5
14	CC1(C(=O)NS(=O)(=O)c2ccccc2)CCN1C(=O)Cc1ccc(-c2ccccc2)cc1 (centres undefined)	-1
15	Nc1ccn([C@@H]2O[C@H](C(=O)N[C@H](COC=O)Cc3ccccc3)[C@@H](O)[C@H]2O)c(=O)n1	-1
16	COc1cccc(CNC(=O)[C@H]2CCCN2C(=O)[C@H]2CCCN2C(=O)c2ccc(C)c(C)c2)c1	0
17	COc1ccc(CN(C)C(=O)c2cc(-c3ccccc3)nc3ccc(C)cc23)c(OC)c1	0
18	CCc1nc2ccc(C(=O)N3CCN(S(=O)(=O)CC)CC3)cn2c1N(CC)CCN(C)C	0
19	Clc1ccc(CN2CCN(c3ncc(Cc4ccccc4)cn3)CC2)cc1	-5
20	CCCc1c(-c2cccc(Br)c2)ncn1CCc1ccccc1OC	-9
21	CC(C)(CC(=O)O)CC(=O)Nc1ccc(Oc2ccc(C(C)(C)C)cc2)nc1	-2
22	Cc1cc(NC(=O)COC(=O)CCn2c(C)csc2=O)c([N+](=O)[O-])cc1C	-2
23	CCOC(=O)C1=C[C@@H](C(C)(C)C)N(S(=O)(=O)c2ccccc2C)[C@H]1c1ccc(Cl)cc1	-8
24	CCOC(=O)c1cc(-c2sc(NC(=O)c3ccccc3)nc2C)n(Cc2ccccc2)n1	5
25	COc1ccccc1CNc1nc(Nc2ccc(C)cc2C)c2sccc2n1	-10
26	CCOc1ccccc1CN1[C@@H](c2ccc(OC)cc2)CC(C(=O)OC)(C(=O)OC)[C@H]1c1ccccc1	-5
27	O=C1CCCC(=O)N1CCCCCCN1C(=O)CCCC1=O	-2
28	COc1ccc([C@H]2N[C@]3(CCCN(Cc4ccc(C)cc4)C3=O)[C@H]3C(=O)N(Cc4ccccc4)C(=O)[C@@H]23)cc1	-1
29	CCN(CC)C(=O)c1cccc(-c2csc(C(C)(O)c3ccccc3)n2)c1 (centres undefined)	-3
30	CCOC(=O)C1(CCOC)CCCCC1=O (centres undefined)	3
31	COCC(=O)N1CCN(C(=O)C(=O)c2cccc(C(F)(F)F)c2)CC1	-1
32	Cc1ccccc1Oc1ccc2c(c1)[C@@H]1C[C@H](N(C)C(=O)c3cccnc3)[C@H]([C@H](C)O)C(=O)N1CC2	-1
33	COC(=O)C1=C(C)N(Cc2ccc(C(F)(F)F)cc2)C(=NCc2ccccc2)NC1c1ccccc1C(F)(F)F (centres undefined)	-11
34	C[C@H]1CN([C@@H](C)CO)C(=O)CCCn2cc(nn2)CO[C@@H]1CN(C)C(=O)Nc1cccc(C(F)(F)F)c1	-1
35	Cc1cccc(C)c1NC(=O)NS(=O)(=O)c1ccccc1	-2
36	CCCCn1nnnc1C1(C)CCC(=O)N1c1ccc(N2CCOCC2)cc1 (centres undefined)	-1
37	Cc1onc(-c2ccccc2)c1C(=O)N1CCN(C(=O)C(=O)c2cccc(C(F)(F)F)c2)CC1	0
38	COC[C@@H]1CCCN1c1ccc2c(c1)O[C@H](COCc1ccccc1)CN([C@H](C)c1ccccc1)S2(=O)=O	-3
39	C=CCn1c(Cn2c(-c3cnccn3)nc3ccccc32)nc2ccccc21	-2
40	COc1ccc(C(=O)N2CCC(C)(C(=O)O)C2)c(OC)c1 (centres undefined)	-2
41	COc1cccc(C(=O)NC2CC3CCCC(C2)N3Cc2ccc(F)cc2)c1 (centres undefined)	-2
42	COC(=O)[C@]12C[C@H](CC(=O)NCc3ccc(OC)c(OC)c3)C(=O)N(CCC3=CCCCC3)C1=C[C@H](COCc1ccccc1)O[C@@H]2C	-5
43	Cc1ccc(CN2C(=O)CCC2(C)c2nnnn2-c2c(C)cccc2C)cc1 (centres undefined)	-3
44	CCOC(=O)/C(=C\Nc1ccc(OCc2ccccc2)cc1)NC(=O)c1ccccc1	-2
45	CSc1ccc(Cn2c(C)c(C(=O)NCc3cccs3)sc2=O)cc1	-3
46	CC(C)NC(=O)c1cc(C2CCCCN2C(=O)OCCF)on1 (centres undefined)	0
47	CNc1nc(Oc2cccc(F)c2)c2sccc2n1	-1
48	COc1ccc(-c2nn(-c3ccccc3)cc2CNC[C@H]2O[C@@H](n3ccc(=O)[nH]c3=O)[C@H](O)[C@@H]2O)cc1	-3
49	O=C(NCc1ccco1)c1cccc(-c2ccc3nncn3c2)c1	-2
50	CCCCCCN1C[C@H](O)[C@@H](n2cc(COC(=O)c3ccccc3)nn2)C[C@@H]1c1ccc(Cl)cc1	-3
51	O=C(Cn1nnc(N2CCCCC2)n1)NN=Cc1ccccc1O	-6
52	Nc1[nH]c(C(=O)c2ccccc2)c(-c2ccccc2C(F)(F)F)c1C(=O)NCCc1cccs1	-1
53	COC(=O)[C@]12C[C@H](CC(=O)NCc3cccc(C(F)(F)F)c3)C(=O)N(Cc3ccc4c(c3)OCO4)C1=C[C@H](COCc1ccccc1)O[C@@H]2C	-12
54	CC(=O)Nc1ccc(NC2=C(Cl)C(=O)c3ccccc3C2=O)cc1	-3
55	CCOC(=O)/C(C#N)=C(\O)c1ccc(NC(=O)c2ccc([N+](=O)[O-])cc2)cc1	-1
56	O=c1ccc2ccccc2c2ccccc12	-3
57	N#Cc1c(NC(=O)COC(=O)C2=COCCO2)sc2c1CCCC2	6
58	CC(C)(C)c1cc(NC(=O)COC(=O)c2ccccc2O)n(-c2ccccc2)n1	0
59	COc1ccc(C(=O)OCc2cc(=O)oc3cc(C)ccc23)cc1S(=O)(=O)N1CCOCC1	3
60	O=C1CS/C(=N/N=C/c2c[nH]c3ccccc23)N1	0

In another format: two of the compounds above
| entry | Wnt bcat act | canonical_smiles |
| --- | --- | --- |
| 51 | -6 | O=C(Cn1nnc(N2CCCCC2)n1)NN=Cc1ccccc1O |
| 52 | -1 | Nc1[nH]c(C(=O)c2ccccc2)c(-c2ccccc2C(F)(F)F)c1C(=O)NCCc1cccs1 |

Carrying on:
item	structure	Wnt bcat act
61	C[C@H]1COc2cccc(N3CCCC3)c2S(=O)(=O)N1	-1
62	Cc1ccc(Cl)cc1NC(=O)COC(=O)c1ccc(N2CCCC2)c([N+](=O)[O-])c1	-1
63	CCCCCCCCN1C(=O)[C@@H](CC(=O)NCCCN2CCCC2=O)C[C@@]2(C(=O)OC)C1=C[C@H](C(C)(C)C)O[C@@H]2C	-5
64	Cn1c(=O)[nH]c(=O)c2c1nc(N/N=C/c1ccncc1)n2Cc1ccc(F)cc1	4
65	CC1(C(=O)NC2CCN(Cc3ccccc3)CC2)CCN1CCc1ccccc1 (centres undefined)	-3
66	CCCNC(=O)C1(C)CCN(Cc2ccc(-c3ccccn3)cc2)C1 (centres undefined)	-7
67	C[C@@H]1CN([C@H](C)CO)C(=O)CCCn2nncc2CO[C@H]1CN(C)S(=O)(=O)c1ccc(Oc2ccccc2)cc1	4
68	CCc1nc2ccc(C(=O)NCc3ccccc3OC)cn2c1N(C)Cc1ccc(OC)cc1	-2
69	COc1cc(/C=C/CNC[C@H]2O[C@@H](n3cnc4c(=O)[nH]c(N)nc43)[C@H](O)[C@@H]2O)ccc1O	1
70	C[C@@H]1CCCCO[C@H](CN(C)Cc2ccc(C(=O)O)cc2)[C@H](C)CN([C@@H](C)CO)C(=O)c2cc(NC(=O)Nc3ccc(C(F)(F)F)cc3)ccc2O1	-1
71	COc1ccc(NC(=O)c2cc(C3CCCCN3S(=O)(=O)c3ccc(F)cc3F)on2)c(C)c1 (centres undefined)	-2
72	CC1(C(=O)NS(=O)(=O)c2ccccc2)CCN1C(=O)C1(c2ccc(Cl)cc2)CC1 (centres undefined)	0
73	CN(C)C1CN(Cc2cn(Cc3ccc(F)cc3)nn2)S(=O)(=O)C1 (centres undefined)	-2
74	CN(c1cc2c(c3c1ccn3C)C1CCC2C1)C1CCCCC1 (centres undefined)	1
75	O=C1NC(Cc2ccc(O)cc2)c2nc3cc(F)c(F)cc3c(=O)n2-c2cc3ccccc3cc21 (centres undefined)	-3
76	COc1ccc(-c2csc(NC(=S)NC(=O)c3cccs3)n2)cc1Br	0
77	CC1=C(C(=O)N(C)C)CC(CC(=O)NC(c2ccccc2)c2ccccc2)C(=O)N1CCC1=CCCCC1 (centres undefined)	-4
78	COCCN1C(=O)N[C@@H](c2ccccc2)C(C(C)=O)=C1C	1
79	CCOc1ccc(N2CC(C(=O)Nc3cccc(S(=O)(=O)N4CCOCC4)c3)CC2=O)cc1 (centres undefined)	-7
80	O=C(c1[nH]c(C(F)(F)F)nc1-c1ccccc1)N1CCN(C/C=C/c2ccccc2)CC1	-1
81	COc1cc(C)ccc1OCc1cc(C(=O)NC(c2ccccn2)C(F)(F)F)no1 (centres undefined)	6
82	CCOC(=O)C1CCN(C(=O)COc2ccc(C(=O)c3ccccc3)cc2)CC1	-6
83	O=C1NC[C@@H](CCCCN2CCN(CCC3CCCCC3)C(=O)C2=O)N(CCC2CCCCC2)C1=O	-2
84	O=C(O)c1cscc1Cc1cccs1	-2

Next section (5 carried over from the part before).
item	structure	Wnt bcat act
80	O=C(c1[nH]c(C(F)(F)F)nc1-c1ccccc1)N1CCN(C/C=C/c2ccccc2)CC1	-1
81	COc1cc(C)ccc1OCc1cc(C(=O)NC(c2ccccn2)C(F)(F)F)no1 (centres undefined)	6
82	CCOC(=O)C1CCN(C(=O)COc2ccc(C(=O)c3ccccc3)cc2)CC1	-6
83	O=C1NC[C@@H](CCCCN2CCN(CCC3CCCCC3)C(=O)C2=O)N(CCC2CCCCC2)C1=O	-2
84	O=C(O)c1cscc1Cc1cccs1	-2
85	Cc1ccc(CN(C)C(=O)CCNC(=O)c2ccc(Cl)cc2)o1	-3
86	Cc1cc(S(=O)(=O)NC[C@H]2O[C@@H](n3ccc(N)nc3=O)[C@H](O)[C@@H]2O)c(C)s1	-2
87	COc1cc(OC)cc(C(=O)NCC2CCN(C(=O)C(=O)c3cccs3)CC2)c1	-2
88	COc1ccccc1-c1ccc([C@@H]2C[C@H]3[C@H](CON3C)CN2C(=O)c2ccc(-c3ccccc3)cc2)cc1	-2
89	Fc1cccc(Cc2c(-c3cccc(Cl)c3)nc3ccc(Br)cn23)c1	17
90	Cc1ccc2nc(-c3ccc(C#N)cc3)c(Cc3ccccc3C(F)(F)F)n2c1	-1
91	CC(C)(C)c1nnc(NC(=O)CCC2CCCCC2)s1	0
92	Cc1cccc(C)c1NC(=O)C1(C)CCC(=O)N1CCCn1ccnc1 (centres undefined)	-3
93	CCOC(=O)[C@]12CCCC=C1N(Cc1cccc3ccccc13)C(=O)[C@H](CC(=O)NCCc1ccccc1OC)C2	-3
94	O=C(C1CC=CCC1)N1CCCCCC1 (centres undefined)	-1
95	O=C(NCC1CC1)c1ccc2sc([C@@H]3O[C@H](CO)[C@H](O)[C@H](O)[C@H]3O)nc2c1	-1
96	Cc1c(C(=O)NN)[nH]c2ccc([N+](=O)[O-])cc12	0
97	COC(=O)c1cccc(CN2C(=O)C(C)Sc3ccc(C)cc32)c1 (centres undefined)	0
98	O=C(NCC1CCCCC1)c1[nH]c(C(F)(F)F)nc1-c1ccccc1	3
99	C[C@H]1CN([C@@H](C)CO)C(=O)CCCn2cc(nn2)CO[C@@H]1CN(C)C(=O)Nc1ccccc1C(F)(F)F	-2
100	COc1cc(NC(=O)COc2cc(C)cc3oc(=O)cc(C)c23)cc(OC)c1OC	-3
101	CCCC(=O)Nc1ccc2c(c1)nc(CCN1CCC(C)CC1)n2C	-2
102	Cc1cccc(C)c1NC(=O)CN1CCN(C(=O)c2cc(C3CC3)nn2-c2ccccc2)CC1	-2
103	CC(C)(C)c1ccc(Nc2n[nH]c3ccccc23)cc1	22
104	CCCCOCC1CN(CCCC)S(=O)(=O)c2c(Oc3ccc(C(C)C)cc3)cccc2O1 (centres undefined)	-5
105	C[C@@H]1CN([C@@H](C)CO)C(=O)CCCn2nncc2CO[C@H]1CN(C)S(=O)(=O)c1ccc(Oc2ccccc2)nc1	0
106	Cc1cc2c(c(=O)o1)C1(C)CC(C)(O2)c2c(cc(C)oc2=O)O1	0
107	C[C@H](NC(=O)C1CCN(S(=O)(=O)c2ccccc2)CC1)C(=O)NC1CC1	-3
108	C(=NN=Cc1c[nH]c2ccccc12)c1c[nH]c2ccccc12	46*
109	CCCCN(C=O)c1c(CC)nc2ccc(C(=O)NCCN(C)C)cn12	-1
110	COc1cc2c(cc1OC)C(C)N(S(=O)(=O)c1cn(C)c(C)n1)CC2 (centres undefined)	1
111	C[C@@H]1Cn2cnc(C(=O)Nc3cccc(Cl)c3)c2C(=O)N1	-1
112	C[C@H](CO)N1C[C@H](C)[C@@H](CN(C)Cc2ccc3cccnc3c2)OCc2cnnn2CCCC1=O	-1
113	O=C(NCc1ccccc1Cl)[C@H]1CCCN1C(=O)[C@H]1CCCN1C(=O)c1ccccc1	-3
114	COCc1[nH]nc2c1C(c1ccccc1)NC2=O (centres undefined)	0
115	CCOC(=O)C1=NN(C(C)=O)C2C(=O)N(CC)C(=O)C12 (centres undefined)	-1
116	COc1cc2nc(CN3CCN(S(=O)(=O)c4ccccc4[N+](=O)[O-])CC3)[nH]c(=O)c2cc1OC	-1
